CF NFkB block: blocks PAF-induced NF-kB reporter in cystic fibrosis cells; inhibition, % at 5 µM; KKLEB NF-kB-GFP reporter, GFP fluorescence overnight; AID 588850; 360,000 tested, 0.86% active;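 active = at least 50% inhibition at 5 µM, scaled per plate between neutral and stimulator controls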;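 note: PAF is a Pseudomonas aeruginosa culture filtrate used as stimulus; plate controls were PAF-stimulated DMSO wells for no effect and unstimulated DMSO wells for full effect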
C8 TRAIL sens: caspase-8 TRAIL sensitization; NB7+C8 cells + TRAIL, ATPlite viability luminescence; AID 624354; inhibition (viability loss, TRAIL sensitization), % at 10 µM; 360,000 tested, 1% active;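 active = compounds causing at least 50% loss of cell viability in the single-dose screen, relative to plate controls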
EBV LMP1 NFkB: Epstein-Barr LMP1 NF-kappaB reporter inhibition | LMP1-induced NF-kappaB luciferase reporter cells, luminescence | inhibition, % at 12.5 µM | 350,000 tested, 0.69% active; in the data active = inhibition above about 41%; inconclusive = no clear call, values can overlap the other calls;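 note: 0% = neutral control wells and 100% = reference inhibitor control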
iPSC survival up: hiPSC single-cell survival enhancement. ATPlite luminescence; 100% = ROCK inhibitor wells, 0% = DMSO. 360,000 tested, 0.044% active. survival enhancement, % at 20 µM; in the data active = survival enhancement above about 18%;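 note: cells exposed to compounds for 16 hours before the ATP read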
NR2E3 ag-1: agonists of human nuclear receptor NR2E3 | Q9Y5X4 | GST-NR2E3/biotin-RetCOR TR-FRET, 1536-well | inhibition of corepressor binding, % at 4.78 µM | 320,000 tested, 0.12% active | AID 2300;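 active = percent inhibition above the cutoff of mean plus 3 SD of all tested compounds, set per screening campaign, cut at about 20% in these data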;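 note: 0% = DMSO wells and 100% = biotin wells as full block of FRET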
Target sequence (Q9Y5X4 whole entry, looked up): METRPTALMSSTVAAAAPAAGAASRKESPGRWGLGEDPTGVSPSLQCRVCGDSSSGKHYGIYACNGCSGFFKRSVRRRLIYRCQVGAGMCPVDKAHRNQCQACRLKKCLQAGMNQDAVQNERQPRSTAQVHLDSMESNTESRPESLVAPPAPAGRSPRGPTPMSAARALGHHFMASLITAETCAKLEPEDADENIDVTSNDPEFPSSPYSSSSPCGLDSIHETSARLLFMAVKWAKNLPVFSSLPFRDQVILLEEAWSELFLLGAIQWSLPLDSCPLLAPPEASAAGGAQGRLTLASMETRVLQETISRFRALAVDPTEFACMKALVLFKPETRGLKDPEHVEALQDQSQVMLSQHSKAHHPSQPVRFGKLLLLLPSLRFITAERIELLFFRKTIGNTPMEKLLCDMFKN
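Assay system: NR2E3–RetCOR corepressor complex. Quantity: 1.35 nM GST-NR2E3. Buffer or medium: pH 7.5 Tris-based buffer. Reagent: biotinylated RetCOR corepressor at 7 nM final. Schedule: 5 h at 4 °C. Detection: TR-FRET, emission read at 617 and 671 nm. Replicates: one well per compound, singlicate testing.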
Peg3 promoter: inhibitors of Peg3 promoter. 360,000 tested, 1.7% active. inhibition, % at 20 µM. HeLa PEG-Prom luciferase reporter, luminescence, overnight. AID 588405;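 active = inhibition of at least 50% at 20 µM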
HIF-2a inh: blocks HIF-2a reporter activity; 786-0 RCC cells HIF-2a reporter, luciferase luminescence, overnight; inhibition, % at 18.8 µM; 360,000 tested, 0.72% active; AID 624352;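 active = inhibition of the luminescence signal of 40% or more relative to plate controls, in a single-dose primary screen at 18.75 µM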
Shn3 inh set2: reduces Shn3 3'UTR luciferase signal in osteoblasts; Clone20 osteoblast Shn3 3'UTR firefly luciferase, 24 h; inhibition, % at 12.5 µM; 360,000 tested, 0.52% active; AID 588674;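 active = mean inhibition of at least 75% with every replicate also reaching 75%; inconclusive = mean inhibition at least 75% but some replicate below; inactive = mean inhibition below 75%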;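 note: 0% = median of neutral control wells and 100% = pilot-screen positive control compound; some compounds past the cut are filed as inactive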
NR2E3 ag-2: human photoreceptor-specific nuclear receptor agonism | Q9Y5X4 | CHO-S Gal4-NCOR/VP16-NR2E3 two-hybrid, luciferase | inhibition of corepressor binding, % at 3.98 µM | 360,000 tested, 0.35% active | AID 602229;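 active = inhibition above the mean of all tested compounds plus 3 SD, cut at about 70% in these data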;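 note: 0% = DMSO with NR2E3 transfected cells and 100% = cells lacking NR2E3 construct; higher means lower luciferase signal from less NR2E3 corepressor binding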
MITF TRPM1 inh: reduces MITF-dependent TRPM1 promoter luciferase signal. SK-MEL-5 TRPM1 promoter luciferase, 24 h. inhibition, % at 12.5 µM. 330,000 tested, 0.83% active. AID 488899;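 active = mean inhibition across replicates of 60% or more, whatever share of single replicates reaches that level; inconclusive = some that reach 60%, reason not given; inactive = mean inhibition across replicates below 60%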; note: values of inactives mirror those of a sister screen read the other way
KKLEB cytotox: reduces viability of KKLEB cystic fibrosis airway cells | KKLEB CF airway cells viability, ATPlite luminescence, overnight; hits give low values; cells stimulated with P. aeruginosa culture filtrate | activity change (cytotoxicity), % at 5 µM | 360,000 tested, 0.36% active | AID 602141;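 active = corrected activity change at or below -50% at 5 µM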
* marks the source's active call; other numbers are inactive results; ? = inconclusive; / = no result given. Some of the compounds tested. The share of hits here may be higher or lower than overall.

SMILES	CF NFkB block	C8 TRAIL sens	EBV LMP1 NFkB	iPSC survival up	NR2E3 ag-1	Peg3 promoter	HIF-2a inh	Shn3 inh set2	NR2E3 ag-2	MITF TRPM1 inh	KKLEB cytotox
Brc1ccc(CNCC2CCCO2)cc1 (configuration not stated)	-9	8	-1	-0.8	1	2	13	-3	7	6	11
O=C(Nc1ccc(S(=O)(=O)N2CCOCC2)cc1)c1ccc([N+](=O)[O-])o1	78*	28	-53	-0.5	-1	101*	67*	27	32	47	-4
Cc1c(NC(=O)C(C)n2cc([N+](=O)[O-])cn2)c(=O)n(-c2ccccc2)n1C (configuration not stated)	-4	-7	0	0.2	1	7	8	0	-6	2	2
Cc1ccc(C(=O)NCCN2CCOCC2)cc1Cl	10	1	-3	0.2	-2	2	-12	-17	8	-6	1
CN(C)c1cccc(-c2cc(Nc3ccc(C(C)(C)C)cc3)ncn2)c1	8	7	/	-0.9	/	-142	-179	-11	-57	/	-18
CC(=O)N1c2ccc(Cl)cc2C2C=CCC2C1c1cccc2ccccc12 (configuration not stated)	35	19	-3	-0.7	0	66*	17	62	-58	10	-18
O=C(COc1cccnc1[N+](=O)[O-])Nc1ccc(S(=O)(=O)N2CCOCC2)cc1	15	-1	-4	0.0	-1	6	12	1	-11	4	2
COC(=O)C(C(=O)OC)=C(/C=C/C=C/N(C)C)N(C)C	1	9	-4	5.6	1	5	2	-5	-14	6	-4
Cn1c(/N=C(\N)c2ccccc2)nc2ccccc21	-18	16	-78	-4.5	/	-341	-226	-151	-65	/	-6
CCC1(c2ccc(Cl)cc2)NC(=S)N(c2ccc(C)c(C)c2)N1 (configuration not stated)	0	-5	-6	0.8	-3	-26	-57	-20	-17	8	5
CCCCn1c(SCC(=O)Nc2nnc(CC)s2)nc2c1c(=O)n(C)c(=O)n2C	6	64*	12	0.0	2	43	37	39	11	16	-11
CSc1sc(C)cc1C1C(C#N)=C(N)N(c2cccnc2)C2=C1C(=O)CC(C)(C)C2 (configuration not stated)	6	-12	-1	0.0	1	6	25	-5	-2	3	-6
COc1ccc(C(CNC(=O)CN2C(=O)NC(C)(c3ccc4ccccc4c3)C2=O)N2CCCC2)cc1 (configuration not stated)	32	3	3	-0.4	/	12	6	7	24	/	-6
CS(=O)(=O)N(CC(=O)NCCSC1CCCCC1)c1cccc(F)c1	10	6	5	0.6	0	2	22	21	-7	2	-4
Cc1nn(C)c(C)c1NC(=O)CCSc1nc(-c2ccco2)cc(C(F)(F)F)n1	10	-4	1	-0.9	5	6	1	23	-40	-2	-2
Nc1ncnc2c1ncn2[C@@H]1O[C@H](CNCc2ccccc2OCC(=O)N2CCCCC2)[C@@H](O)[C@H]1O	1	-9	-5	-1.6	/	-4	3	-12	-20	-8	3
COc1ccc(/C=N/NC(N)=S)cc1OC(=O)c1cccc2ccccc12	-32	6	-10	1.1	1	-46	-103	-27	-39	-23	18
CC1=CC=CN2C1=NC(=O)CC2(C)C(=O)N(CC(=O)NC1CCCC1)c1cc(C)cc(C)c1 (configuration not stated)	0	-8	-1	-2.1	2	-4	13	6	-18	1	14
CCCc1cc(=O)[nH]c(SCC(=O)CSc2nc(CCC)cc(=O)[nH]2)n1	6	-5	-8	-3.3	-6	1	8	-8	-12	6	-3
COc1ccccc1-n1c(CNC(=O)c2cccs2)n[nH]c1=S	-1	-2	-8	-0.8	0	3	9	-3	-22	-1	11
CCN1CCN(c2ccc(N3CCN(C(=O)c4ccc(Br)o4)CC3)nn2)CC1	7	9	4	0.4	2	-2	3	13	-39	1	-1
O=C(O)c1ccc2c(c1)C(=O)N(CCCCCCCN1C(=O)c3ccc(C(=O)O)cc3C1=O)C2=O	2	0	9	-0.5	4	18	15	3	12	-4	0
CC(=O)Nc1ccc(SCC(=O)N(CCC#N)c2cc(C)cc(C)c2)cc1	0	2	-21	-1.5	-1	19	1	3	-20	-3	-14
C=CCNc1nnc(-c2ccncc2)s1	14	-3	-4	2.8	-3	-16	-14	3	-5	-12	-8
CCN(CC)CCn1c2c(c(SCC(=O)Nc3ccccc3Cl)nc1=O)CCC2	-3	0	-3	-0.3	2	6	17	-2	-32	-5	11
CCOC(=O)C(=Cc1ccc2c(c1)OCO2)c1ccccc1	16	-16	1	-3.9	/	-30	-78	2	22	3	-24
CCc1ccc(OCC(=O)NC(NC(=S)Nc2ccccc2C)C(Cl)(Cl)Cl)cc1 (configuration not stated)	15	26	8	2.4	-1	61*	41*	60	-25	15	6
CCCC(C(=O)NC1CCCC1)N(C(=O)Cn1nnc(-c2ccc(C)o2)n1)C1CCCC1 (configuration not stated)	-3	-2	1	5.7	0	5	-3	25	-20	-5	6
O=C(Nc1ccccc1)Nc1nc(-c2ccc(Cl)cc2)cs1	-14	5	8	-0.3	1	4	-25	13	-16	-15	8
CCCCNCCOCCOc1ccccc1-c1ccccc1	12	-1	-14	-2.0	-1	13	30	12	-8	0	-12
C=CCNC(=S)NNC(=O)c1ccc(=O)n(Cc2ccc(Cl)cc2Cl)c1	4	-1	7	-0.5	2	24	20	7	-11	1	6
CC(NC(=O)c1ccccc1F)c1nnc(SCC(=O)N2CCN(c3ccccc3)CC2)n1C (configuration not stated)	-8	-17	-5	-0.2	3	3	10	6	-14	-4	19
COc1ccc(NC(=O)COc2ccc3c(C)cc(=O)oc3c2)cc1S(=O)(=O)N1CCCCC1	8	-4	12	1.5	-2	34	4	30	-49	11	3
CCN(c1cccc(C)c1)S(=O)(=O)c1cccc(C(=O)O)c1	-6	6	3	-2.1	-2	-2	13	-4	-10	-3	-4
CC1CCCCC1NC(=O)COC(=O)c1ccc2c(c1Cl)C(=O)c1ccccc1C2=O (configuration not stated)	-4	2	-5	-3.6	-2	14	-4	-4	4	10	2
COc1ccc(OC)c(NC(=S)N(CCc2c(C)[nH]c3ccc(C)cc23)Cc2cccs2)c1	0	11	-16	-0.8	-3	7	-1	60	-19	1	-13
O=C(c1cccc(S(=O)(=O)N2CCN(c3ccccc3)CC2)c1)N1CCCC(C(F)(F)F)C1 (configuration not stated)	12	18	22	0.0	0	-1	14	?	5	27	-13
COC(=O)C1CCN(C(=O)COc2ccc(S(=O)(=O)N3CCOCC3)cc2Cl)CC1	-4	4	3	-0.6	/	-5	6	0	3	9	10
COc1ccc(-n2c(=O)c3c4c(sc3n(CC(=O)NC3CCCC3)c2=O)CCCC4)c(OC)c1	0	-10	3	0.8	5	6	16	/	-5	0	1
O=C(N/C(=C/C=C/c1ccccc1)C(=O)N1CCCCC1)c1ccc([N+](=O)[O-])cc1	-24	-2	-1	-0.9	0	18	13	-1	-5	-1	7
COc1ccc(CNc2nc(NCc3ccc(OC)cc3)c3ncn(C4CCCC4)c3n2)cc1	40	10	21	-2.6	/	-5	18	4	9	22	-13
Cc1ccc(C(=O)NNC(=O)c2cccnc2SCc2cccc([N+](=O)[O-])c2)cc1	-14	-3	-11	2.2	2	-22	-40	8	-32	-9	10
C/C(=N\NC(=O)c1[nH]c2c([N+](=O)[O-])cc(C)cc2c1-c1ccccc1)c1cccnc1	6	0	-1	1.3	0	6	14	5	-3	34	0
CCOC(=O)c1c(C)nc2c(c1-c1cc(OC)ccc1OC)C(=O)CC(C)(C)C2	-13	9	10	0.0	4	9	30	8	-6	-7	6
Cc1ccc(NC(=O)CSCC(=O)Nc2ccccc2N2CCCC2)cc1	28	-5	8	-0.4	6	-20	-23	-4	-30	9	-6
CCc1ccc2c(c1)/C(=N/N(C)C(=S)NC)C(=O)N2	-11	1	-5	2.5	-4	-6	-18	-1	-29	14	2
Cc1ccccc1-n1c(-c2ccc(Br)o2)n[nH]c1=S	8	-2	2	-0.6	0	-7	-5	0	-13	11	-4
CC(=O)Nc1ccc(NC(=O)/C=C/c2ccc(Cl)cc2)cc1	-6	0	-20	1.4	0	-72	-49	2	-4	-17	1
CC1(C)SCC(C(=O)O)NC1=O (configuration not stated)	16	2	-9	1.6	1	5	3	-12	-4	12	2
COc1ccccc1N1CCN(CC(=O)Nc2cc(F)ccc2C)CC1	-1	-1	-13	0.3	1	28	18	-7	-7	4	8
CC(C)NC(=O)Nc1cccc2c1O[C@H](CN(C)C(=O)Nc1ccccc1)[C@@H](C)CN([C@H](C)CO)C2=O	-9	-4	33	-0.4	/	8	7	3	-3	-4	-1
O=C(NCc1cccc(C(F)(F)F)c1)C1CCC(=O)N(C2CCCCCC2)C1 (configuration not stated)	15	-5	-8	-0.4	1	16	-7	-14	-1	-7	-7
CC(NC(=O)CN1CCN(Cc2ccc(Cl)cc2)C1=O)c1ccc2c(c1)OCCO2 (configuration not stated)	-14	-17	2	0.5	4	23	15	5	17	/	-15
O=C1NC[C@H](Cc2ccccc2)N(C[C@H]2CCCN2C[C@H](Cc2ccccc2)N2C[C@H](Cc3ccc(O)cc3)N(CC3CCCCCC3)C(=O)C2=O)C1=O	-10	2	18	1.6	/	23	-36	17	-21	-2	10
COC(=O)c1cccc(C(=O)N2CCCC(C(=O)c3cccc(OC(C)C)c3)C2)c1 (configuration not stated)	18	-3	3	-0.6	0	10	3	-15	-8	-3	7
Cc1csc(NC(=O)C2=COCCO2)n1	8	9	-13	0.0	2	-173	-158	-79	-75	-53	2
C/C(=N\Nc1nc(N2CCCCCC2)nc(N2CCCCCC2)n1)c1ccccc1	-19	2	-6	-1.2	2	18	15	5	6	7	3
CC(Cc1ccccc1)C(=O)NCc1ccncc1 (configuration not stated)	16	-18	-7	-1.0	-2	0	6	-8	-9	9	-11
COc1cccc(-c2ccc3nnc(SCC(=O)Nc4ccc(NC(C)=O)cc4)n3n2)c1	12	6	10	1.0	0	5	0	-26	13	-7	2
COc1ccc(OCC(=O)Nc2cc(-c3nn(C)c(=O)c4ccccc34)ccc2N2CCOCC2)cc1	-12	9	4	0.0	0	11	27	20	-11	15	7

In the list so far, these have a COOH group.
SMILES	CF NFkB block	C8 TRAIL sens	EBV LMP1 NFkB	iPSC survival up	NR2E3 ag-1	Peg3 promoter	HIF-2a inh	Shn3 inh set2	NR2E3 ag-2	MITF TRPM1 inh	KKLEB cytotox
O=C(O)c1ccc2c(c1)C(=O)N(CCCCCCCN1C(=O)c3ccc(C(=O)O)cc3C1=O)C2=O	2	0	9	-0.5	4	18	15	3	12	-4	0
CCN(c1cccc(C)c1)S(=O)(=O)c1cccc(C(=O)O)c1	-6	6	3	-2.1	-2	-2	13	-4	-10	-3	-4
CC1(C)SCC(C(=O)O)NC1=O (configuration not stated)	16	2	-9	1.6	1	5	3	-12	-4	12	2
